BoNT-A LC inh2 = inhibitors of Botulinum neurotoxin A light chain protease; multiplex microsphere protease substrate cleavage, flow cytometry; inhibition, % at 10 µM; 360,000 tested, 0.17% active; AID 588499; further: plate controls were buffer without enzyme for full effect and enzyme alone for no effect
Anthrax LF prot = inhibitors of Bacillus anthracis lethal factor protease; P15917; multiplex microsphere protease cleavage assay, LF; inhibition, % at 10 µM; 360,000 tested, 0.12% active; AID 588501; further: plate controls were buffer without enzyme for full effect and enzyme alone for no effect
Target sequence (P15917 whole entry, looked up): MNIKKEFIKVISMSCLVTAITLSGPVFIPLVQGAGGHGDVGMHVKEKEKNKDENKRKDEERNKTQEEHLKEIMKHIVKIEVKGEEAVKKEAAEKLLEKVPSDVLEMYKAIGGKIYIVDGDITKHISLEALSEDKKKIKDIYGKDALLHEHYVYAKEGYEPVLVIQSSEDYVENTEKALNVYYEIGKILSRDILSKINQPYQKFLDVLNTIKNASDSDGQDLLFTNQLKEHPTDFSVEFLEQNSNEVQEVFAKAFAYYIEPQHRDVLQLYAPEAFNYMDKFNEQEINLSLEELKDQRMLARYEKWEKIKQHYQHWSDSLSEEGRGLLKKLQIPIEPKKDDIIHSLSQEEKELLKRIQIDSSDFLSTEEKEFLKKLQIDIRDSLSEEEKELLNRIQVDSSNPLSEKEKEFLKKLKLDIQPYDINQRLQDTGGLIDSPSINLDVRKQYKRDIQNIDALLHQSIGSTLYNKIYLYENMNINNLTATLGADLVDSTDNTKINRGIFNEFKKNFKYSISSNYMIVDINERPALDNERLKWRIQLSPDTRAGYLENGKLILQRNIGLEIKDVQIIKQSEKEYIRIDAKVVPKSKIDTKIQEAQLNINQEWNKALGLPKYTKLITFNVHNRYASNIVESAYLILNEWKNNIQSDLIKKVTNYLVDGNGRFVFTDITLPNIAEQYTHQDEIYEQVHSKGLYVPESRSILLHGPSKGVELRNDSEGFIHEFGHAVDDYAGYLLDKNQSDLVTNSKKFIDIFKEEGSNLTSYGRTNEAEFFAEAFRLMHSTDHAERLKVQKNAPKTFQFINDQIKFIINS
DUSP3 inh = inhibitors of human VHR1 phosphatase (DUSP3) | P51452 | recombinant VHR phosphatase, pNPP absorbance | inhibition, % at 13.3 µM | 290,000 tested, 0.52% active; in the data active means inhibition above about 50%; further: some compounds called inactive have numbers as strong as hits
Target sequence (P51452 whole entry, looked up): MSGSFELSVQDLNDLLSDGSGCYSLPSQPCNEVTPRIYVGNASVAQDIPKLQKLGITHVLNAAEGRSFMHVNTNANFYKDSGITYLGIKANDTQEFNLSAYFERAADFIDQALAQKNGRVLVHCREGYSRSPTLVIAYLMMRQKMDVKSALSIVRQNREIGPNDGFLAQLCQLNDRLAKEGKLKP
BH1578 lux ind = inducers of Vibrio cholerae quorum light production without autoinducers. V. cholerae BH1578 lux reporter, luminescence, 6 h. activation, % at 18.7 µM. 350,000 tested, 0.16% active. AID 588436; in the data active means activation mostly above about 9.7%, no sharp cut-off; inconclusive means no clear call, values can overlap the other calls; inactive means mostly below about 3.7%; further: not every result past the cut was called active; inactives centre near 0; reference of the scale not given here
CCHF vOTU inh = blocks the CCHF virus ovarian tumor domain protease. inhibition, % at 11.5 µM. CCHFV vOTU protease, Pep-AMC fluorescence. AID 651958. 370,000 tested, 0.55% active; in the data active means inhibition above about 30%; further: 0% = vehicle wells with enzyme and 100% = no enzyme wells
Y pestis TopoI = Y. pestis Topo-I inhibition via cleavage products. Y. pestis Topo-I cleavage product accumulation, plate reader. activity, % at 10 µM. 360,000 tested, 0.064% active. AID 504884; in the data active means activity above about 50%, passing the limit was not always enough; inconclusive means no clear call, values can overlap the other calls; further: inactives centre near 2
SSB-PriA inh = inhibitors of Klebsiella pneumoniae PriA binding to SSB C-terminal tail | AlphaScreen SSBct-PriA binding, biotinylated peptide | inhibition, % at 33 µM | 430,000 tested, 0.6% active | AID 1272365; in the data active means inhibition mostly above about 37%, no sharp cut-off; inactive means mostly below about 20%;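 further: plate controls were negative control peptide for no effect and reference peptide for full effect; strong numbers were not always called active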
PfHsp40 rescue = compounds rescuing yeast from Plasmodium falciparum HSP40 toxicity. S. cerevisiae expressing PfHsp40, growth rescue, ATP luminescence. growth rescue, % at 12.5 µM. 340,000 tested, 0.68% active; in the data active means growth rescue above about 28%, passing the limit was not always enough; inconclusive means no clear call, values can overlap the other calls;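 further: yeast W303a lacking pdr1 and pdr3 grown in galactose medium; growth measured after three days at 30 °C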
SARS 3CLpro inh = SARS-CoV 3CLpro protease inhibition | P0C6X7 | recombinant SARS-CoV 3CLpro, quenched FRET peptide cleavage | inhibition, % at 6 µM | 290,000 tested, 0.14% active; in the data active means inhibition above about 12%
TcdB inh = blocks C. difficile toxin B glycohydrolase activity; 350,000 tested, 0.24% active; TcdB glycohydrolase enzymatic assay, plate reader; AID 652162; inhibition, % at 9.99 µM; P18177; in the data active means inhibition above about 10%
* hit, by the source's call; i = inactive; u = inconclusive; x = not tested or not shown. Unless noted, no stated cut-off is given here; in the data, active means inhibition above about 30%; inconclusive means no clear call, values can overlap the other calls; inactive means below that.

SMILES	BoNT-A LC inh2	Anthrax LF prot	DUSP3 inh	BH1578 lux ind	CCHF vOTU inh	Y pestis TopoI	SSB-PriA inh	PfHsp40 rescue	SARS 3CLpro inh	TcdB inh
CCOC(=O)C(C)Sc1nc(N)c(NC(=O)c2ccc(OC)c(OC)c2)c(=O)[nH]1 (stereo not given)	0.5	7.3	2.0	-0.5	14.8	8.0	-9.0	0.2	0.6	0.6
C=CCC[C@H](Cc1ccc(F)cc1)C(=O)OC[C@H](Cc1c[nH]c2ccccc12)NC(=O)[C@@H](CC=C)CC(=O)N[C@H](CO)Cc1ccccc1	-0.8	-7.3	x	0.8	27.4	-0.6	3.9	-0.3	x	0.3
CCOc1ccc(-c2cc(C(=O)Nc3ccc(F)cc3)[nH]n2)c(C)c1	-0.1	5.8	x	i	-4.8	-2.0	x	x	x	1.0
O=C(Nc1nc2ccc(S(=O)(=O)N3CCCCC3)cc2s1)c1ccncc1	0.6	-1.1	-2.4	i	17.1	2.5	-6.6	-1.4	-3.0	x
CC1(C(=O)NS(=O)(=O)c2ccccc2Cl)CCN1C(=O)c1ccccc1CCc1ccccc1 (stereo not given)	-0.6	-0.2	x	-3.0	7.6	13.0	x	x	x	-2.8
O=C(CSc1ccc2c(c1)OCCO2)NCc1ccco1	0.6	-1.9	-10.9	-0.3	-2.3	12.6	-13.6	-1.0	-2.1	x
Cc1cccc(N2CCN(CC(=O)NCc3ccccc3)CC2)c1C	-2.6	0.0	30.3	i	-5.5	13.0	1.3	2.7	1.4	1.7
CCc1cccc(NC(=O)C2CCCN(S(=O)(=O)c3ccc4[nH]c(=O)ccc4c3)C2)c1 (stereo not given)	0.1	0.6	-12.2	i	16.9	2.0	0.9	0.0	-1.7	2.4
COc1ccccc1NS(=O)(=O)N(C)C	-0.5	-0.7	20.8	-16.7	-7.8	-7.8	-4.1	0.7	-3.2	x
COc1ccc(-n2c(=O)c3ccccc3n(CC(=O)Nc3cccc(OC)c3)c2=O)cc1	0.6	-0.1	-1.8	i	7.6	4.3	-3.9	0.6	2.1	1.2
CC(C)[C@@H](NC(=O)C1CCN(C(=O)[C@@H]2CCCN2C(=O)OC(C)(C)C)CC1)C(=O)NCc1ccc(F)cc1	-0.7	0.1	8.8	-0.4	2.1	2.2	-15.0	-0.9	8.3	-0.1
O=c1oc(-c2cc3ccccc3o2)nc2sc3c(c12)CCCC3	0.1	-0.9	0.0	i	1.5	-0.8	-7.5	-0.5	3.0	2.9
CCn1c(=O)n(CC)c2cc(N3CCCC3)c(NC(=O)c3ccc(C)cc3)cc21	1.0	-1.0	56.3*	-0.3	-7.2	22.4	16.2	13.6	2.9	-4.3
Cc1ccc(NC(=O)CS(=O)CC(=O)NC(C)CCc2ccco2)cc1Cl (stereo not given)	0.9	-1.5	31.6	-0.6	-5.2	-3.1	x	-0.3	6.5	-0.5
O=CN1CCc2scc[n+]2-c2ccccc21	0.2	-9.4	-0.2	-0.7	-9.9	12.0	-15.3	-0.6	-1.2	x
CCOc1ccc(OCCCCn2cnc3ccccc3c2=O)cc1	0.0	-2.8	-22.2	2.8	1.6	5.0	-17.3	1.6	1.8	1.0
CC1CN(C(=O)c2ccc(S(=O)(=O)Nc3cccc(C(F)(F)F)c3)cc2)CC(C)O1 (stereo not given)	-0.9	2.6	x	-5.9	9.2	-3.2	-0.9	-1.9	x	1.5
COc1ccccc1NS(=O)(=O)c1cc(NC(=O)CCNC(C)=O)ccc1C	0.0	-3.7	29.1	-0.1	-8.2	1.4	-9.7	-0.2	-0.2	0.6
O=C(NC(Nc1nc2ccccc2s1)(C(F)(F)F)C(F)(F)F)c1ccccc1	-1.0	1.8	31.0	-0.4	-11.7	2.2	-10.4	-0.3	-2.5	x
Cc1onc(-c2ccccc2)c1CNS(=O)(=O)c1cccc(Br)c1	-5.9	6.1	-0.9	-0.4	1.2	19.2	-22.6	-0.2	3.7	2.3
O=C(Nc1ccccc1)C12CC3CC(C1)CC(n1cnc([N+](=O)[O-])n1)(C3)C2	0.1	-4.0	16.5	i	-1.2	-2.1	-5.6	-1.0	-0.7	x
Cc1cc(Nc2nc3ccccc3[nH]c2=O)n(-c2ccccc2)n1	0.0	3.3	8.6	i	3.9	-9.5	-13.8	-1.0	-5.7	x
CC(C)C(=O)c1cn(CC(=O)N2CCCc3ccccc32)c2ccccc12	u	-2.0	7.8	i	-3.9	-5.0	-1.6	-0.4	2.8	x
NC(=O)c1ccsc1NC(=O)COC(=O)COc1ccccc1F	0.6	-1.6	13.6	-0.3	-8.8	0.0	-17.6	0.0	-5.0	-0.1
Cc1ccc(P(=O)(CSC(=N)N)c2ccc(C)cc2)cc1	-0.4	-3.1	-11.7	i	6.5	-2.2	-1.3	-0.7	2.2	0.0

Further structures follow.
SMILES	BoNT-A LC inh2	Anthrax LF prot	DUSP3 inh	BH1578 lux ind	CCHF vOTU inh	Y pestis TopoI	SSB-PriA inh	PfHsp40 rescue	SARS 3CLpro inh	TcdB inh
CCc1nnc(NC(=O)CSc2nnc(-c3cccnc3)n2C)s1	-0.5	2.3	20.4	-0.4	2.9	3.9	-15.6	0.3	2.8	-0.1
CC(=O)Nc1ccc(NC(=O)CN(C)S(=O)(=O)c2ccc3c(c2)CCC(=O)N3)cc1	1.0	-1.0	14.0	0.4	-8.0	5.7	6.1	-0.3	-0.5	2.0
CCOc1ncccc1-c1nc(-c2cccs2)no1	2.8	10.7	1.9	i	10.1	5.8	-54.4	-1.2	-4.5	-1.0
CCOC(=O)C1=C(O)/C(=C/c2ccc(OCC(=O)O)c(OCC)c2)SC1=Nc1ccc(OC)cc1	0.1	-2.4	-0.5	-2.1	28.4	11.5	7.1	0.8	3.6	0.8
CCN(CC)c1ccc(C2C3CCCCC3(O)CCN2CC(=O)N2CCCCC2)cc1 (stereo not given)	-0.6	-7.4	1.9	x	5.6	28.4	-1.7	u	7.6	x
CCOc1ccccc1OCCCC(=O)N1CCN(S(=O)(=O)c2ccc(C)cc2)CC1	0.3	-3.5	35.9	1.5	12.1	-1.3	1.7	1.3	4.1	x
COc1cc(C#N)c(NS(=O)(=O)c2ccc3[nH]c(=O)sc3c2)cc1OC	-1.0	-0.4	9.1	i	5.4	1.8	9.9	-0.8	-1.8	0.1
CCc1cc(C)c(O)c(CC)n1	-0.2	-3.6	-4.1	x	x	1.1	-11.2	-0.8	-0.6	x
COC(=O)Cc1cc(=O)[nH]c(/N=C(\N)Nc2cccc(C)c2)n1	-0.5	-2.2	16.5	i	0.3	1.8	x	-1.6	4.6	0.5
CC(C)c1ccc(NC2CCCN(C(=O)c3ccoc3)C2)cc1 (stereo not given)	1.5	-0.6	-3.6	0.4	-7.9	9.1	11.1	0.2	-1.5	-10.9
CCN(CC(=O)NCc1ccc(F)cc1)C(=O)C1CCN(S(=O)(=O)c2ccc(C(C)C)cc2)CC1	-1.9	4.3	x	-0.4	12.4	27.5	-4.9	-0.5	x	0.9
COc1ccc(CN2CCN(Cc3cc(=O)oc4cc(C)ccc34)CC2)c(OC)c1OC	1.7	-0.3	9.5	i	-3.0	14.5	2.1	-0.6	2.6	1.1
COc1ccc(CN(C)C(=O)c2cccc(NC(=O)CC3SC(N4CCCCC4)=NC3=O)c2)c(OC)c1 (stereo not given)	1.9	11.7	x	0.3	-0.1	11.3	0.0	1.0	x	0.4
COC(=O)c1[nH]c2cc(C)ccc2c1NC(=O)CN1CCN(c2ccccc2OC)CC1	-0.9	0.0	9.7	-0.2	3.2	27.1	-1.4	1.6	0.4	x
O=C(CN1CCCCC1)N/N=C/c1ccccc1OCc1ccccc1	-0.1	-2.5	27.1	-0.4	5.8	2.0	x	2.0	5.5	1.0
COC(=O)[C@H](CC(C)C)NC(=O)/C=C/[C@H]1O[C@@H](n2cc(C)c(=O)[nH]c2=O)C[C@@H]1O	1.0	-3.5	x	x	-22.6	x	x	x	x	2.8
Cc1cc(Br)ccc1OCC(=O)N1CCCCCC1	0.8	-4.2	-33.6	-0.2	8.4	18.2	-20.9	-0.8	4.2	x
CC1CN(C)C(C)C/C1=N\Oc1ccc([N+](=O)[O-])cc1 (stereo not given)	-1.0	-2.9	16.5	-0.4	16.5	-1.3	x	-1.1	2.1	0.2
COc1ccc(C(=O)Nc2nnc(SCC(=O)NCC3CCCO3)s2)cc1OC (stereo not given)	2.0	-0.6	-17.1	-0.2	-9.1	6.2	0.9	0.5	-1.0	1.4

Whole records, looked up by structure:
CCOC(=O)C1=C(O)/C(=C/c2ccc(OCC(=O)O)c(OCC)c2)SC1=Nc1ccc(OC)cc1 in the list: BoNT-A LC inh2 = 0.1; Anthrax LF prot = -2.4; DUSP3 inh = -0.5; BH1578 lux ind = -2.1; CCHF vOTU inh = 28.4; Y pestis TopoI = 11.5; SSB-PriA inh = 7.1; PfHsp40 rescue = 0.8; SARS 3CLpro inh = 3.6; TcdB inh = 0.8
CC(=O)Nc1ccc(NC(=O)CN(C)S(=O)(=O)c2ccc3c(c2)CCC(=O)N3)cc1 in the list: BoNT-A LC inh2 = 1.0; Anthrax LF prot = -1.0; DUSP3 inh = 14.0; BH1578 lux ind = 0.4; CCHF vOTU inh = -8.0; Y pestis TopoI = 5.7; SSB-PriA inh = 6.1; PfHsp40 rescue = -0.3; SARS 3CLpro inh = -0.5; TcdB inh = 2.0
CCc1cc(C)c(O)c(CC)n1 in the list: BoNT-A LC inh2 = -0.2; Anthrax LF prot = -3.6; DUSP3 inh = -4.1; BH1578 lux ind = x; CCHF vOTU inh = x; Y pestis TopoI = 1.1; SSB-PriA inh = -11.2; PfHsp40 rescue = -0.8; SARS 3CLpro inh = -0.6; TcdB inh = x

Of the compounds above, 2 have a CF3 group.
SMILES	BoNT-A LC inh2	Anthrax LF prot	DUSP3 inh	BH1578 lux ind	CCHF vOTU inh	Y pestis TopoI	SSB-PriA inh	PfHsp40 rescue	SARS 3CLpro inh	TcdB inh
CC1CN(C(=O)c2ccc(S(=O)(=O)Nc3cccc(C(F)(F)F)c3)cc2)CC(C)O1 (stereo not given)	-0.9	2.6	x	-5.9	9.2	-3.2	-0.9	-1.9	x	1.5
O=C(NC(Nc1nc2ccccc2s1)(C(F)(F)F)C(F)(F)F)c1ccccc1	-1.0	1.8	31.0	-0.4	-11.7	2.2	-10.4	-0.3	-2.5	x

Assay outcomes (PubChem)

An excerpt; count on the stated rates, not on these rows.
